MEX-5 binding = C. elegans MEX-5 TCR-2 RNA binding activity | activity score (negative = inhibition of binding), % at 10 µM | MEX-5/FITC-TCR2 RNA binding, fluorescence polarization; stronger effect = lower value | 0.38% of 300,000 active | Q9XUB2;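 active = inhibition past about -25% in most replicates, and total fluorescence under double the plate's negative control median, limit read from the data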;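 also: 0% = DMSO and -100% = 5 µM competing unlabeled TCR2 RNA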
Target sequence (Q9XUB2 whole entry, looked up): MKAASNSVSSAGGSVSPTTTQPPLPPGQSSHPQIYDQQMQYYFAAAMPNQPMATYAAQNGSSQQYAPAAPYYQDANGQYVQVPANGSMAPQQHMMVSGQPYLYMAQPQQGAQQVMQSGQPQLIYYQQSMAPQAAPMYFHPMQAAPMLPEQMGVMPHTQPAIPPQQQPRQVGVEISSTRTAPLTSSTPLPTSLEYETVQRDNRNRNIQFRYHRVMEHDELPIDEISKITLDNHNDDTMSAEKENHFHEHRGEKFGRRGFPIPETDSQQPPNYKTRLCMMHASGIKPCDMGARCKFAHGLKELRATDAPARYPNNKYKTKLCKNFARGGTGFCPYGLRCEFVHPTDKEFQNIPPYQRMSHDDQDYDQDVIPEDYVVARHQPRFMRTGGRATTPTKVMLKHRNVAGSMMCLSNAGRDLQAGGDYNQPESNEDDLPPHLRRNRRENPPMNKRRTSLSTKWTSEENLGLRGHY
GRK2 inh = inhibitors of human GRK2 displacing RNA aptamer | 0.59% of 330,000 active | AID 488847 | P25098 | inhibition of aptamer binding, % at 10 µM | bead flow cytometry, FAM-aptamer displacement from GRK2;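 active = inhibition of aptamer binding above 40%, roughly 3 SD of noise, on plates passing a quality check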;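 also: median bead fluorescence of bound FAM aptamer so fluorescent compounds give negative values; no value below 0 was filed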
CIT2-GFP yeast = modulators of TOR pathway CIT2-GFP in S. cerevisiae; S. cerevisiae CIT2-GFP strain, flow cytometry, 3 h; 100 means same as DMSO wells; AID 2029; GFP response vs DMSO, % at 10 µM; 0.065% of 320,000 active;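 active = GFP response relative to DMSO above a set limit, near the screen mean plus 3 SD, cut at about 150% in these data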;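 also: ratio of well median GFP fluorescence to mean of DMSO wells on the plate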
BCLXL inh = inhibitors of human Bcl-xL; GST-Bcl-xL / FITC-Bim BH3 peptide fluorescence polarization; inhibition, % at 10.9 µM; 0.7% of 320,000 active; AID 2129;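 active = inhibition above the mean of all tested compounds plus 3 SD, cutoff set per campaign, cut at about 30% in these data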;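 also: 0% = DMSO wells and 100% = unlabeled Bim-BH3 peptide competitor; inhibitors lower millipolarization by displacing the labeled peptide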
Target sequence (Q07817 whole entry, looked up): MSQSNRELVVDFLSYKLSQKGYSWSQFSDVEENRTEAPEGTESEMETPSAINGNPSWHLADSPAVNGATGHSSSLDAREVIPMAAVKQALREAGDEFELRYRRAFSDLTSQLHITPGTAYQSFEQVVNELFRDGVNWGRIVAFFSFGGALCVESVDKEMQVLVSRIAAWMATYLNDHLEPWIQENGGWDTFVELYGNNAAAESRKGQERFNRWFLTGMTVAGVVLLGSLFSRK
GLD-1 TGE inh = GLD-1-TGE RNA interaction inhibition (C. elegans); Q17339; purified GLD-1 + fluorescein TGE RNA, fluorescence polarization; inhibition, % at 5.96 µM; 0.44% of 320,000 active; AID 2280;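 active = percent inhibition above a per-plate cutoff, the plate mean of test compounds plus 3 SD, cut at about 30% in these data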;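 also: 0% = DMSO wells with GLD-1 and probe and 100% = wells lacking GLD-1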
AGP1 TOR yeast = yeast TOR pathway AGP1-GFP modulation. 0.02% of 320,000 active. AID 2066. S. cerevisiae AGP1-GFP multiplex flow cytometry, 3 h; GFP as percent of DMSO wells. GFP response vs DMSO, % at 10 µM;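 active = GFP response relative to DMSO above a set limit, near screen average plus 3 SD, cut at about 150% in these data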;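 also: median GFP channel fluorescence of the gated AGP1 strain per well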
MCL1 BIM primary = MCL1-BIM-BH3 interaction inhibition (human) | GST-MCL1 / FITC-Bim-BH3 fluorescence polarization | 0.68% of 320,000 active | inhibition, % at 10.9 µM;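 active = inhibition above the mean inhibition of all tested compounds plus 3 SD, set per campaign, cut at about 40% in these data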;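 also: 0% = DMSO wells and 100% = unlabeled Bim-BH3 peptide control; higher means more loss of mP so more displacement of Bim peptide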
Target sequence (Q07820 whole entry, looked up): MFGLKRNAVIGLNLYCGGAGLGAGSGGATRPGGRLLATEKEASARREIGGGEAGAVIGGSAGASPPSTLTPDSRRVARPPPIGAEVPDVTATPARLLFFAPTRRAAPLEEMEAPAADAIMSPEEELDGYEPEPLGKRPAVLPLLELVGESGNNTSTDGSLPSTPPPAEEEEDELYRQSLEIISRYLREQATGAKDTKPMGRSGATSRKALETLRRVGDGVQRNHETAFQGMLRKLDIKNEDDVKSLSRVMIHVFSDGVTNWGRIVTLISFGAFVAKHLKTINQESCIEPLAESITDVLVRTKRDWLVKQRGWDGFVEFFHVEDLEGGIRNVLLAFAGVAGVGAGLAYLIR
Fam108B inh = Fam108B inhibition, counter-screen for RBBP9 inhibitors; inhibition, % at 9.51 µM; 0.33% of 300,000 active; recombinant Fam108B, FP-Rh probe fluorescence polarization;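 active = inhibition above the screen mean inhibition plus 3 SD, computed separately per campaign, cut at about 18% in these data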;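 also: inhibitors lower polarization as less probe binds the enzyme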
VLA-4 inh = inhibition in a human VLA-4 binding assay; inhibition, % (about 7 µM as worked out from the volumes in the protocol); AID 2557; 0.2% of 330,000 active; VLA-4 expressing cells, ligand binding flow cytometry; in the data active = inhibition above about 50%
Numbers without * were called inactive; . = no result given.

SMILES	MEX-5 binding	GRK2 inh	CIT2-GFP yeast	BCLXL inh	GLD-1 TGE inh	AGP1 TOR yeast	MCL1 BIM primary	Fam108B inh	VLA-4 inh
Cc1ccc2cc(CCNC(=O)CC(C)(C)C)c(=O)[nH]c2c1C	0.5	0	86	2	-4	101	4	-6	24
C/C(=N\NC(=O)Cc1ccc(Cl)cc1)c1cccc(NC(=O)c2cccnc2)c1	.	2	98	.	.	91	.	.	4
O=C(Cn1c(=O)oc2cc(S(=O)(=O)N3CCCC3)ccc21)NCc1ccccn1	-1.7	2	107	-1	-3	101	9	-1	-10
O=C(NCCNc1ccc(Cl)cc1[N+](=O)[O-])c1ccccc1F	2.5	2	95	-3	-5	97	-7	-4	6
CC(C)CCNC(=O)C1CCCN(S(=O)(=O)c2ccc3c(c2)CC(C)N3C(=O)C2CC2)C1 (centres undefined)	0.4	0	103	3	7	98	-1	3	21
COc1ccccc1N(CC(=O)NCc1ccc(F)cc1)C(=O)CCC(=O)Nc1ccccn1	-4.3	1	93	5	1	97	2	3	-1
CCc1ccc(NC(=O)C(=O)NCC2CCCN2S(=O)(=O)c2cccs2)cc1 (centres undefined)	5.0	0	98	-1	-3	110	-7	0	-2
CCOc1ccccc1NC(=O)CCN1CCN(S(=O)(=O)c2ccc(OC)cc2)CC1	0.8	0	107	5	4	99	0	9	-9
CN(CCCC(=O)N1CCCC(C(N)=O)C1)S(=O)(=O)c1ccc(F)cc1 (centres undefined)	0.2	0	99	8	6	94	3	3	-8
COc1cc(C(=O)N[C@H](C(=O)OCC(=O)NC2CCCCCC2)C(C)C)cc(OC)c1OC	.	0	107	.	3	102	.	.	-15
Cc1cccc(COCC(Cc2ccccc2)N2CCN(C(=O)c3cc(Cl)cc(Cl)c3)CCC2=O)c1 (centres undefined)	0.8	0	73	2	0	81	1	5	11
Cc1cccc(NC(=S)N(C)C2CCCCC2)c1	1.5	0	94	6	0	102	10	-3	15

Reprinted from the results shown (6 entries):
SMILES	MEX-5 binding	GRK2 inh	CIT2-GFP yeast	BCLXL inh	GLD-1 TGE inh	AGP1 TOR yeast	MCL1 BIM primary	Fam108B inh	VLA-4 inh
CCc1ccc(NC(=O)C(=O)NCC2CCCN2S(=O)(=O)c2cccs2)cc1 (centres undefined)	5.0	0	98	-1	-3	110	-7	0	-2
CCOc1ccccc1NC(=O)CCN1CCN(S(=O)(=O)c2ccc(OC)cc2)CC1	0.8	0	107	5	4	99	0	9	-9
CN(CCCC(=O)N1CCCC(C(N)=O)C1)S(=O)(=O)c1ccc(F)cc1 (centres undefined)	0.2	0	99	8	6	94	3	3	-8
COc1cc(C(=O)N[C@H](C(=O)OCC(=O)NC2CCCCCC2)C(C)C)cc(OC)c1OC	.	0	107	.	3	102	.	.	-15
Cc1cccc(COCC(Cc2ccccc2)N2CCN(C(=O)c3cc(Cl)cc(Cl)c3)CCC2=O)c1 (centres undefined)	0.8	0	73	2	0	81	1	5	11
Cc1cccc(NC(=S)N(C)C2CCCCC2)c1	1.5	0	94	6	0	102	10	-3	15

Rewritten with each value named: entries from further up.
CN(CCCC(=O)N1CCCC(C(N)=O)C1)S(=O)(=O)c1ccc(F)cc1 (centres undefined)
  MEX-5 binding = 0.2; GRK2 inh = 0; CIT2-GFP yeast = 99; BCLXL inh = 8; GLD-1 TGE inh = 6; AGP1 TOR yeast = 94; MCL1 BIM primary = 3; Fam108B inh = 3; VLA-4 inh = -8

CCOc1ccccc1NC(=O)CCN1CCN(S(=O)(=O)c2ccc(OC)cc2)CC1
  MEX-5 binding = 0.8; GRK2 inh = 0; CIT2-GFP yeast = 107; BCLXL inh = 5; GLD-1 TGE inh = 4; AGP1 TOR yeast = 99; MCL1 BIM primary = 0; Fam108B inh = 9; VLA-4 inh = -9

O=C(Cn1c(=O)oc2cc(S(=O)(=O)N3CCCC3)ccc21)NCc1ccccn1
  MEX-5 binding = -1.7; GRK2 inh = 2; CIT2-GFP yeast = 107; BCLXL inh = -1; GLD-1 TGE inh = -3; AGP1 TOR yeast = 101; MCL1 BIM primary = 9; Fam108B inh = -1; VLA-4 inh = -10

CCc1ccc(NC(=O)C(=O)NCC2CCCN2S(=O)(=O)c2cccs2)cc1 (centres undefined)
  MEX-5 binding = 5.0; GRK2 inh = 0; CIT2-GFP yeast = 98; BCLXL inh = -1; GLD-1 TGE inh = -3; AGP1 TOR yeast = 110; MCL1 BIM primary = -7; Fam108B inh = 0; VLA-4 inh = -2

(cont.)
SMILES	MEX-5 binding	GRK2 inh	CIT2-GFP yeast	BCLXL inh	GLD-1 TGE inh	AGP1 TOR yeast	MCL1 BIM primary	Fam108B inh	VLA-4 inh
Cc1cc(C)c(C(N)=O)c(Nc2ccc(F)cc2)n1	3.4	1	104	0	2	94	-7	-1	9
CC1CCN(C(=O)COC(=O)c2ccccc2NC(=O)c2ccco2)CC1	0.4	1	93	0	2	93	-2	1	-16
COC(=O)C(Cc1cnc(Cl)s1)(C(=O)OC)c1ccc(C(F)(F)F)cc1[N+](=O)[O-]	1.4	0	101	-4	1	101	-6	3	-3
CCOC(=O)Cn1nnnc1C(CC)N(Cc1cc2ccc(C)cc2[nH]c1=O)C1CCCC1 (centres undefined)	-3.4	0	100	8	9	99	0	4	-8
CC(C)OCCCNc1ncnc2c1[nH]c1ccc(F)cc12	-1.3	0	90	4	8	94	9	1	6
COc1ccc(C2N(c3ccccn3)C(=O)C3CCCN32)c(OC)c1 (centres undefined)	2.7	7	96	-1	6	96	-1	0	-5
Cc1sc2nc(CSc3ncn[nH]3)[nH]c(=O)c2c1C	-5.0	0	97	1	7	84	7	2	12
CCc1cc(=O)oc2cc(OCC(=O)NCCN3CCOCC3)c(Cl)cc12	-0.3	0	118	6	2	111	7	-5	-15
O=C(Nc1ccc(C(=O)O)cc1)/C(=C\c1ccco1)NC(=O)c1ccccc1	-3.4	0	105	16	0	104	17	2	-3
CC(C)Cc1nc(S(=O)(=O)c2ccc(Cl)cc2)c(N2CCOCC2)o1	0.8	2	93	3	5	89	2	-2	0
COc1ccc(CNC(=O)C2CCCC2)cc1	0.8	0	92	6	4	92	12	1	-2
O=C(O)c1ccc(/C=N/Nc2ccc(S(=O)(=O)N3CCCC3)cc2[N+](=O)[O-])cc1	0.4	2	99	4	4	98	6	3	-4
CN(C)S(=O)(=O)n1ccnc1	-2.5	2	99	-1	-8	108	4	2	3
CC(=O)c1ccc(OCC(O)CN2CCN(c3ccc(F)cc3)CC2)cc1 (centres undefined)	-1.5	2	99	-3	1	97	-8	4	13
O=C(CC1SC(=NCc2ccccc2)NC1=O)Nc1ccccc1 (centres undefined)	0.7	0	115	-4	6	100	-9	-5	-10
O=C(CCc1ccccc1)Nc1cc(C(F)(F)F)ccc1Cl	1.2	3	96	2	-1	98	2	0	4
CCOC(=O)c1cnc(-c2ccccc2)nc1N1CCOCC1	-0.4	2	98	2	-5	87	7	5	-2
CCOC(=O)N1CCC(NC(=O)c2ccc(CS(=O)(=O)c3ccccc3C)o2)CC1	0.2	0	96	6	3	98	11	9	15
CCN(C[C@H]1N[C@@](C)(C(=O)OC)[C@H]2C(=O)N(C)C(=O)[C@@H]12)C(=O)Nc1ccc(OC)cc1	.	0	95	.	2	96	.	.	33
O=C(O)CN1C(=O)/C(=C\c2cc(Br)ccc2OCc2ccc([N+](=O)[O-])cc2)SC1=S	-1.7	0	95	28	-1	108	72*	13	2
c1ccc(-c2nnc(C(c3ccccc3)c3ccccc3)o2)cc1	-5.9	4	98	2	3	103	6	-1	0
N#Cc1cc2c(nc1SCc1ccc(Cl)cc1)CCCC2	1.4	4	99	2	8	100	2	-4	-7
O=C(NN1C(=O)C2C3C=CC(C4CC34)C2C1=O)c1ccc(Cl)cc1Cl (centres undefined)	1.1	0	96	6	1	107	4	0	-8
Cc1c(C(=O)N(C)c2cccc(Cl)c2)cnn1-c1ccccc1	3.3	0	91	0	-3	95	1	1	-4
CC(=O)Nc1ccc(SCC(=O)Nc2ccccc2-c2ccccc2)cc1	3.5	0	100	1	2	96	10	2	-1
COCC(=O)N(C)C[C@H]1N[C@@](C)(C(=O)OC)[C@H]2C(=O)N(Cc3ccccc3)C(=O)[C@@H]12	.	0	96	.	0	106	.	.	46
CCOc1ccc(C(C)=O)cc1COc1ccc(C)nc1[N+](=O)[O-]	1.7	0	107	2	-4	104	-7	-1	-30
O=[N+]([O-])c1cc2cccnc2c2ncccc12	-9.6	0	102	6	-1	104	8	0	10
CCN(CC)S(=O)(=O)c1cc(C(=O)O)ccc1OC	1.4	0	104	2	0	98	0	5	-4
CC(C)(C)c1ccc(-c2noc(CCC(=O)NCc3ccco3)n2)cc1	0.4	2	106	-3	-7	110	-6	-4	17
O=C(CCCc1ccccc1)NCc1ccccc1Cl	1.2	2	96	4	-6	96	1	-1	3
CCOCCC(=O)Nc1cc(Cl)ccc1OC	-0.8	1	110	2	0	92	1	3	-6
Cc1ccc2nc(NS(C)(=O)=O)sc2c1	0.7	35	91	2	3	92	-3	4	2
CC(C)COC(=O)C1[C@H]2C(=O)N(Cc3cccs3)C[C@]23C=C[C@H]1O3 (some centres undefined)	0.4	6	98	3	5	102	-5	-1	-3
Cc1ccc(CCNC(=O)Cn2cccc2)cc1	0.4	0	105	2	0	102	10	4	0
COCCN1C(=O)N[C@@H](CCc2ccccc2)C(C(C)=O)=C1C	-0.2	0	76	7	7	81	13	2	-5
CCOC(=O)N1CCN(C(=O)CSc2ccc(-c3ccc(OC)cc3)nn2)CC1	1.6	0	104	8	9	112	9	-3	4
CCOC(=O)c1cc(C)sc1NC(=O)CN1CCN(C(=O)C2CCCO2)CC1 (centres undefined)	1.9	5	94	0	5	94	-7	0	2
COc1ccc2c(c1)C(=O)Nc1cc(Cl)ccc1N2	0.4	2	101	6	7	104	-1	1	3
CCN1CCc2nc(NC(=O)CC(c3ccccc3)c3ccccc3)sc2C1	9.6	0	92	3	-20	.	-5	-28	5
CCOc1ccccc1N1CCN(C(=O)COc2ccc3c(C)cc(=O)oc3c2)CC1	-0.5	0	101	6	-3	105	5	0	11
Cc1csc(NC(=O)C2COc3ccccc3O2)n1 (centres undefined)	-1.9	0	102	8	1	101	-1	-5	14
CC(C#N)Sc1ccc(S(=O)(=O)N(C)C2CCCCC2)cn1 (centres undefined)	.	7	89	2	3	94	-1	.	-12
Cc1ccc(CSc2nnc(-c3ccccc3N)c(=O)[nH]2)cc1	0.7	1	89	3	-8	100	-6	3	1
CC(=O)NS(=O)(=O)c1ccc2sc(C)nc2c1	0.9	0	99	3	5	96	2	1	-2
CC(C)C1Nc2ccc(C(=O)N3CCN(c4ccccn4)CC3)cc2NC1=O (centres undefined)	2.8	7	96	-3	2	98	-5	4	6
O=c1[nH]nc(SCc2cc(Cl)ccc2Cl)c(=O)[nH]1	-0.2	1	92	-3	-4	101	-9	-4	2
CCn1cc(S(=O)(=O)CC(=O)Nc2cc(C)on2)c2ccccc21	1.8	3	.	-4	1	95	0	-3	-4
CCCCNC(=O)c1ccccc1SCc1c(C)noc1C	1.4	0	94	5	0	94	17	-5	5
Cc1ccc(NC(=O)CSC(N)=O)cc1Cl	-0.8	2	114	5	1	.	10	7	-7
c1cc2c(cc1CN1CCOCC1)OCO2	0.2	0	95	3	-1	100	2	3	-2
Cn1c(CCNC(=O)c2ccccc2)nc2cc(NC(=O)c3ccco3)ccc21	-1.3	5	99	4	2	99	5	4	6
O=C(N/N=C/c1ccc(Br)cc1)c1cc[n+]([O-])cc1	-0.2	2	103	6	9	100	2	0	13

Source: PubChem
